Shiga toxin inh – Shiga toxin inhibition. Vero cells, Shiga toxin protein synthesis inhibition reporter. inhibition, % at 38.7 µM. hit rate 9.2% among 290,000. AID 2315; in the data active = inhibition mostly above about 28%, no sharp cut-off; inactive = mostly below about 43%; note: 0% is about no effect
HCMV antiviral – human cytomegalovirus inhibition | HFF cells, HCMV-luciferase reporter, 72 h; stronger effect = lower value | activity change, negative = inhibition, % at 57.5 µM | hit rate 4.5% among 410,000 | AID 1259415; in the data active = activity change below about -60%; inconclusive = no clear call, values can overlap the other calls; inactive = above about -39%; note: % is set by controls: 0 for no effect and ±100 for the full control effect
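Inhibition of viral replication was scored as loss of reporter luminescence in HFFs infected with HCMV-luciferase (MOI 1 PFU/cell) for 72 h; compounds tested at 2 doses, normalized to buffer and Salinomycin controls.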
FBPA Giardia inh – Giardia lamblia aldolase inhibition; A8B2U2; purified Giardia FBPA; Potency, µM (doses to about 59.6 µM), for inactives: at the top dose activity, negative = inhibition, hits mostly inhibitors; hit rate 0.71% among 290,000; AID 2451; note: potency is the fitted concentration of half-maximal effect; % is set by controls: 0 for no effect and ±100 for the full control effect; nearly all actives have a fitted effect of over 55% in size
Target sequence (A8B2U2 whole entry, looked up): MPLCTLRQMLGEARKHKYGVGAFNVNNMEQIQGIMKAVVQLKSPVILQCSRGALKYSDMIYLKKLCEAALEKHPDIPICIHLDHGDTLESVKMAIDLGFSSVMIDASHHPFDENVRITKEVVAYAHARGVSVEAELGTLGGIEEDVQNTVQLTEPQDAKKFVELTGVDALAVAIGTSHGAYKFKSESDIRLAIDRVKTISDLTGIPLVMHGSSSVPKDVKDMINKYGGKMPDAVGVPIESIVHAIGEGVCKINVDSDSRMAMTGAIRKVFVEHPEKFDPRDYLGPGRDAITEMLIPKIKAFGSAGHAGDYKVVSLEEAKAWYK
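Giardia FBPA (40 nM reagent) was preincubated 10 min at RT with compound (up to 57.5 uM final), then substrate plus GAPDH/TPI/NAD/arsenate coupling system with diaphorase/resazurin was added; resorufin fluorescence (525/598 nm) was read after 20 min.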
AmpC no deterg – blocks E. coli AmpC beta-lactamase in detergent-free assay | hit rate 0.52% among 330,000 | AmpC nitrocefin hydrolysis, absorbance 480 nm, 0.0001% Triton | Potency, µM (doses to about 57.1 µM), without a hit: at the highest dose activity change, negative = inhibition, usual class: inhibitors | P00811;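 note: potency is the fitted concentration of half-maximal effect; plate controls were no compound for no effect and no enzyme for full effect; nearly all actives have a fitted effect of over 20% in size; some results filed as inactive show a strong effect at the top dose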
Target sequence (P00811 whole entry, looked up): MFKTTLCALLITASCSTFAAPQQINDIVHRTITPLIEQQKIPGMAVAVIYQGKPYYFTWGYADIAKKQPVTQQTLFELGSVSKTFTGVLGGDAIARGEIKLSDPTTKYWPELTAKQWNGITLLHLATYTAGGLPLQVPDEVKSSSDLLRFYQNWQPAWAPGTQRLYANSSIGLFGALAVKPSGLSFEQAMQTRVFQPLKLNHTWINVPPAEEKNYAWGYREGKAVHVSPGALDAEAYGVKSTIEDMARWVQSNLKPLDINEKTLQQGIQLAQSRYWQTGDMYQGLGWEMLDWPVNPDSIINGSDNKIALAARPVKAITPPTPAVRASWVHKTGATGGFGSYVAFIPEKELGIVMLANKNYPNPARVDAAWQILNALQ
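20 mM phosphate pH 7.0 + 0.01% (detergent screen) or 0.0001% Triton X-100; 5.3 nM AmpC reagent; cpd preinc 15 min RT; nitrocefin (800 uM stock) to start; A480 q20 s × 4 min; Activity was normalised to no-enzyme and no-compound control wells.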
AmpC inh detg – inhibitors of E. coli AmpC beta-lactamase with detergent. P00811. AmpC hydrolysis of nitrocefin, absorbance 480 nm, 0.01% Triton. Potency, µM (series often up to 114 µM), for inactives: at the highest dose activity change, negative = inhibition, hits mostly inhibitors. hit rate 0.041% among 370,000. AID 485294;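 note: potency is the fitted concentration of half-maximal effect; 0% = no-compound wells and -100% = no-enzyme wells; nearly all actives have a fitted effect of over 25% in size; some results filed as inactive show a strong effect at the top dose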
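AmpC (5.3 nM in the dispensed reagent) in 20 mM phosphate pH 7.0 with 0.01% (detergent screen) or 0.0001% Triton X-100 was preincubated with compounds for 15 min at room temperature. Nitrocefin was then added from an 800 uM solution, and hydrolysis was followed at 480 nm.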
CHX counter – counter-screen hit for Shiga toxin inhibitors, cycloheximide; max response, %; cell reporter, cycloheximide protein synthesis inhibition counterscreen; hit rate 12% among 300,000; in the data active = max response mostly above about 13%, no sharp cut-off; inactive = mostly below about 14%; note: read at 38.3 µM for the half of the compounds with a filed dose; 0% is about no effect
AMA1 RON2 block – inhibitors of Plasmodium falciparum AMA1-RON2 interaction. hit rate 0.2% among 360,000. AlphaScreen AMA1-biotinylated RON2 peptide binding. Potency, µM (titrated, usually from 58.2 µM), without a hit: at the highest dose activity change, negative = inhibition, most hits filed as inhibitors;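 note: potency is the fitted concentration of half-maximal effect; 0% = vehicle wells and -100% = peptide control; nearly all actives have a fitted effect of over 45% in size; some results filed as inactive show a strong effect at the top dose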
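AMA1 (3D7) with his tag at 25 nM final met compounds first, then biotinylated RON2 peptide at 25 nM; detection used donor plus acceptor beads, 10 µg/mL apiece, read by AlphaScreen after 30 min at room temperature.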
The depositor's hits bear a star; ? = inconclusive; nt = not tested or not shown; & = joins results of further samples; [ ] = another dose, or the depositor's remark. Unless noted, calls come from the whole dose curve; as a rule, active = well fitted curve in the direction sought with a large enough effect; inconclusive = small, poorly fitted or top-dose-only effect, or another doubt; inactive = no such curve, though single readings can be large; an effect the other way counts as inactive or inconclusive.

mol,Shiga toxin inh,HCMV antiviral,FBPA Giardia inh,AmpC no deterg,AmpC inh detg,CHX counter,AMA1 RON2 block
O=S1(=O)CC2NC(=S)N(c3cccc(Br)c3)C2C1 (stereo unspecified),16.1,7.3,-1.2%,-10.4%,-1.1%,1.3,-8.1%
CCCC(=O)Nc1ccc(OCC(=O)OC)cc1,3.2,-17.1,-5.6%,-7.0%,-2.7%,-2.3,0.0%
O=c1c2cnn(-c3ccc(F)cc3)c2ncn1Cc1cccnc1,23.3,-12.7,3.4%,5.0%,1.5%,-2.5,-2.3%
CC(=O)Oc1cc2c(C(=O)NCc3ccncc3)c(C)oc2c2ccccc12,13.4,6.4,?,85.4%[activator],4.9%,8.6*,-1.4%
O=C(CN1C(=O)S/C(=C\c2ccc(C(=O)O)cc2)C1=O)Nc1ccccc1,nt,-17.3,-15.5%,-9.5%,-4.3%,-2.9,4.4%
O=C(CNC(=O)c1ccc2c(c1)OCO2)NCc1cccs1,nt,-7.0,nt,-2.6%,nt,nt,9.4%
COc1ccc(CNC(=S)N/N=C(\C)c2ccc(OC)cc2)cc1,64.0*,0.0,-2.5%,-41.5%,-0.6%,14.6,14.1%
COC(=O)Cc1ccc(OCc2ccc(Cl)nc2)cc1,51.7*,39.2,-11.5%,2.6%,2.0%,37.4*,9.0%
CC1CCN(C(=O)CSc2n[nH]c(-c3cccs3)n2)CC1,-0.9,-6.9,?,-13.4%,7.8%,-1.5,-0.6%
O=C(NC1(C(F)(F)F)NC(=O)N(c2ccc(F)c(Cl)c2)C1=O)c1ccncc1 (stereo unspecified),7.4,43.4,0.0%,-3.2%,-12.7%,-0.5,-3.5%
Cc1ccc(NS(=O)(=O)c2cccc(C(=O)O)c2)cc1S(=O)(=O)N1CCOCC1,-4.4,-15.4,8.2%,-3.2%,-13.5%,1.0,1.1%
COC(=O)c1c(NC(=O)CSc2ccccc2N)sc(C)c1C,-4.1,-10.5,-9.1%,-24.4%,3.2%,8.6,-23.6%
O=C(Cc1ccc(-c2ccccc2)cc1)NCc1ccccc1,-16.2,-82.5*,-3.7%,-32.2%,-4.8%,0.6,-9.9%
COc1ccc(S(=O)(=O)NCCC(=O)NC(C)c2ccccc2)cc1 (stereo unspecified),-2.9,-19.0,1.0%,-13.0%,-2.2%,-2.2,4.2%
O=C([C@@H]1Cc2ccccc2CN1)N1CCN(Cc2ccccc2)CC1,-2.8,30.5,-28.3%,-2.4%,1.0%,-2.4,80.2%[activator]
NC(=O)c1ccsc1NC(=O)CSc1nnc(C2CC2)n1Cc1ccccc1,-20.8,3.0,0.9%,-15.2%,-1.7%,-4.7,-4.3%
CCCOc1ccc(C(=O)N/N=C/c2ccc(-c3ccc(S(=O)(=O)Nc4ncccn4)cc3)o2)cc1,19.1,46.3,9.7%,-22.2%,-7.3%,3.6,44.6%[activator]
O=C1NN(c2ccccc2)C(=O)/C1=C/c1ccc(-c2cccc(C(=O)O)c2)o1,18.2,48.6,-15.9%,-21.8%,-1.0%,21.0,-6.7%
CC1CC(=O)N(c2ccc(NCc3ccc(Cl)cc3)c([N+](=O)[O-])c2)C1=O (stereo unspecified),11.1,-9.6,1.2%,-5.8%,0.2%,10.6,-7.1%
CCC1CCCCN1S(=O)(=O)c1ccc(C(=O)Nc2nnc(C3=COCCO3)o2)cc1 (stereo unspecified),-5.0,-14.0,nt,-47.1%,-3.9%,-2.8,61.2%[activator]
COc1cc(CNc2ccc(N3CCOCC3)c(C(=O)O)c2)ccc1OCC(N)=O,-4.3,31.5,-7.6%,-3.5%,3.6%,-2.8,15.7%
CN(Cc1ccccc1)c1ccc(C(=O)O)cc1[N+](=O)[O-],-5.2,20.6,23.4%,-20.1%,-5.7%,-2.2,1.1%[11.6 µM]
CCOC(=O)C1CCN(C(=O)CSc2n[nH]c(=O)[nH]c2=O)CC1,-3.2,-8.0,-17.2%,-0.4%,?,4.3,4.7%
COc1ccc(NC(=O)CCNS(=O)(=O)c2cccc3nsnc23)cc1,1.1,?,6.1%,-7.1%[11.4 µM],?,3.8,-3.3%
COc1ccccc1CNC(=O)c1nnc(Cc2ccc(Cl)cc2)o1,-18.5,6.7,-0.7%,-8.3%,-13.0%,-4.0,1.9%
O=C(O)c1ccccc1/C=N/Nc1ccc(S(=O)(=O)N2CCOCC2)cc1[N+](=O)[O-],-1.4,-0.4,8.7%,-8.0%,1.0%,0.9,-0.6%
On1onc2c3cc(-c4ccccc4)nc3ccc21,127.7*,-108.0*,-26.6%,-29.8%,-2.4%,69.3*,-25.7%
CCOc1ccc(/C=C(\C(=O)O)c2ccc(S(=O)(=O)N3CCCCC3)s2)cc1OC,nt,-24.8,nt,-19.9%,nt,nt,-10.2%
COc1ccc(CNC(=O)C(c2ccco2)N(C(=O)c2snc(C(N)=O)c2N)c2cccc(OC)c2)cc1 (stereo unspecified),13.2,-38.1,3.9%,-26.8%,-12.4%,-5.7,5.1%
COc1cc(N=c2ssnc2Cl)cc(OC)c1,14.4,32.8,15.8µM*,-14.8%,-2.2%,-1.1,3.4%
O=C(COc1ccc2c(-c3ccccc3)cc(=O)oc2c1)Nc1cccnc1,-0.9,?,0.1%,1.6%,-0.8%,3.7,16.7%
CCN1C2OC3OC4C(OC3OC2N(CC)S1(=O)=O)N(CC)S(=O)(=O)N4CC (stereo unspecified),-0.7,-14.0,10.3%,-2.9%,5.3%,2.2,10.2%
CC(C)c1ccc(NC(=O)C2CC(=O)N(C(C)C)C2)cc1 (stereo unspecified),18.0,47.8,-5.8%,-2.7%,-10.4%,25.2,-6.2%
CN(CC(=O)Nc1ccc(N2CCOCC2)cc1)CC(=O)Nc1ccc(Cl)cc1[N+](=O)[O-],-11.6,6.8,-5.6%,176.4%[activator],?,8.5,18.1%
O=C(O)COCC(=O)Nc1cc(C(F)(F)F)cc(C(F)(F)F)c1,-6.4,9.4,10.7%,-4.8%,-1.6%,-2.3,-0.9%
COCCCNC(=O)CSc1nc2cc3c(cc2c(=O)n1CCCC(=O)NCc1ccc(OC)cc1)OCO3,16.8,-27.0&-31.4,-4.1%,-4.9%,2.9%&5.1%,0.1,21.6%
O=C(Cn1cc2c(n1)CCCC2)NCc1cccs1,-4.6,10.7,1.4%,-6.1%,?,2.7,0.5%
COc1cccc(OC)c1C(=O)NC(C)CCc1ccccc1 (stereo unspecified),nt,8.6,-0.2%,-8.3%,?,1.0,-3.8%
Cc1ccc(C)c(Oc2ccc(S(=O)(=O)N3CCN(C)CC3)cn2)c1,nt,-11.0,nt,56.7%,-0.4%,nt,-3.9%
Nc1nonc1-n1nnc(C(=O)N/N=C/C2CCCCC2)c1-c1ccccc1,-3.2,44.6,nt,-21.7%,-1.8%,-3.5,22.6%
Nc1c(C(=O)NCCc2ccccc2)nnn1Cc1ccc(Br)cc1F,4.2,22.9,-5.9%,-55.1%,?,-6.9,-10.1%
Cc1ccc(C)c(OCCCCN2CCNCC2)c1C,-4.8,36.8,?,40.3%,3.3%,-2.2,0.0%
CN(C)c1cncc(C(=O)O)c1,10.9,21.6,?,-17.0%,-5.3%,-3.8,-2.3%
COc1cccc(CNC(=O)C(c2ccc(Cl)cc2)C(C)C)c1 (stereo unspecified),-1.9,-10.0,0.1%,-34.8%,-9.2%,-1.7,2.0%
N#C/C(=C\N1CCOCC1)S(=O)(=O)c1ccc(Cl)cc1,-11.1,36.6,2.2%,-2.9%,-4.6%,16.0,1.4%
Fc1cccc(F)c1/C=N/N1CCOCC1,16.8,104.0,4.6%,-10.0%,9.4%,19.4,8.0%
O=C(Nc1nccs1)C1CC(=O)N(c2ccc(F)cc2)C1 (stereo unspecified),-4.0,16.7,3.8%,-12.3%,-2.5%,-3.6,-12.5%
COc1ccc(CNC(=O)CN(Cc2ccco2)C(=O)CCC(=O)Nc2ccccn2)cc1,-5.2,43.8,-0.7%,3.6%,?,5.4,0.2%
CCOCc1cn(CC(=O)c2ccc([N+](=O)[O-])cc2)c(C)nc1=N,-18.0,-30.1,-0.3%,-13.5%,-12.5%,-2.7,-6.0%
CC(C)n1c(N2CCN(S(=O)(=O)c3cccc([N+](=O)[O-])c3)CC2)nc2ccccc21,-20.5,?,0.5%,27.0%,-12.8%,-1.2,-1.6%
COc1ccccc1-c1cc(C(=O)N2CCc3ccccc3C2)c2ccccc2n1,-8.1,nt,4.7%,-1.3%,0.5%,-1.4,nt
O=C1N=C(N2CCCC2)CN1c1ccccc1,6.6,-6.1,1.2%,-14.0%,?,-1.0,-4.1%
Cc1ccc(C)c(OC(=O)C2CSC3(C)CCC(=O)N23)c1C (stereo unspecified),nt,-29.1,nt,40.0%,8.6%,nt,0.0%
COC(=O)/C(=C\C(=O)c1ccc([N+](=O)[O-])cc1)Nc1ccc(OC)cc1,-8.5,-30.4,-17.8%,?,-2.7%,2.1,?
CN(C)c1ccc(C(=O)OCC(=O)NC2CCCCC2)cc1,8.7,38.6,-0.9%,-5.2%,-1.3%,1.4,0.0%
COc1ccc(-c2cc(=O)c3cc(OC)ccc3o2)cc1,66.0*,9.2,2.1%&7.2%,-17.1%,?,55.2,0.2%

The listing continues:
mol,Shiga toxin inh,HCMV antiviral,FBPA Giardia inh,AmpC no deterg,AmpC inh detg,CHX counter,AMA1 RON2 block
COc1ccc(N2C(=S)N=C(Nc3cccc(C)c3)C23CCCCC3)cc1,-2.0,-38.4,7.1%,-12.6%,-1.6%,-5.2,-2.7%
CCOC(=O)N1CCN(C(=O)COC(=O)CNC(=O)c2ccc(OCC)c(OCC)c2)CC1,nt,-11.5,nt,-0.2%,-11.1%,nt,-13.0%
O=S(=O)(c1ccc(-n2cnnn2)cc1)N(C1CCCCC1)C1CCCCC1,-2.4,-7.7,2.2%,-29.4%,?,-1.4,23.6%
CN(CC(=O)Nc1sccc1C(N)=O)S(=O)(=O)c1ccc(Cl)cc1,nt,?,nt,-15.8%,nt,nt,-10.7%
CC1CC(C)CN(CCCNC(=O)Cn2ncc3c([nH]c4ccccc43)c2=O)C1 (stereo unspecified),-7.6,17.0,nt,-3.8%,-4.2%,-2.3,0.4%
CS(=O)(=O)c1ccc2nc(NC(=O)Nc3ccc(Cl)c(Cl)c3)sc2c1,12.0,-37.6,-3.7%,-12.6%,1.1%,-2.1,-3.2%

Screening results: PubChem BioAssay, National Center for Advancing Translational Sciences (NCATS)
